A3A deaminase = APOBEC3A ssDNA deaminase inhibitors, primary screen, selectivity assay for APOBEC3G inhibitor project, biochemical, FAM/TAMRA oligo cleavage fluorescence; actives 0.41% (n = 330,000); recombinant A3A, FAM/TAMRA ssDNA deamination fluorescence; inhibition, % at 20 µM; DNA dC->dU-editing enzyme APOBEC-3A (Homo sapiens), P31941;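 active = at least 40% inhibition at 20 µM here, with at most 30% in a related deaminase screen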;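 also: plate controls were A3A with DMSO for no effect and wells lacking A3A enzyme for full effect; some results filed as inactive read as strong as hits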
Target sequence (P31941 whole entry, looked up): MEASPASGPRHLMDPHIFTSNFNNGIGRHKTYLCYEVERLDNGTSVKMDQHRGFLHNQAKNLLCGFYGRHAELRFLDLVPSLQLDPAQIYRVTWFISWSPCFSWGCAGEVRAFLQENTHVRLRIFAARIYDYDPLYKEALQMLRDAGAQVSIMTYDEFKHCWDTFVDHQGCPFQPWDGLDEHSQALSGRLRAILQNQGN
ATG4B inhibitor = ATG4B protease inhibitors, primary screen, biochemical, fluorescence, uHTS; inhibition, % at 8.33 µM; ATG4B cleavage of LC3-PLA2, NBD-HPC fluorescence, 1 h; AID 504462, 2011; actives 0.51% (n = 340,000); in the data active = inhibition above about 40%
Target sequence (Q9Y4P1 whole entry, looked up): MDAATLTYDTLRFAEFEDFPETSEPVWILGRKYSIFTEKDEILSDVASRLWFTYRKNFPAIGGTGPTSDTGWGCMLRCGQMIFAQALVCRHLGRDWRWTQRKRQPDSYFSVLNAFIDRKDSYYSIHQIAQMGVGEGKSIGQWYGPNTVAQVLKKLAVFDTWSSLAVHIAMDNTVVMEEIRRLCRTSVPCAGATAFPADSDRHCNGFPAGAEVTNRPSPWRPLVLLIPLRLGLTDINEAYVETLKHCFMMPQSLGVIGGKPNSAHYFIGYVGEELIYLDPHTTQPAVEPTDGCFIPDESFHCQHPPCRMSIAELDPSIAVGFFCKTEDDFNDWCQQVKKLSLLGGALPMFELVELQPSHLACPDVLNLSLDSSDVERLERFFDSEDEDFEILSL
HKDC1 inhibitor = HKDC1 hexokinase inhibitors, primary screen, biochemical, fluorescence, uHTS. Q2TB90. inhibition, % at 20 µM. recombinant HKDC1, G6PDH/diaphorase resazurin coupled fluorescence. actives 0.16% (n = 340,000);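 active = inhibition above about 35% when tested at 20 µM, limit read from the data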;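 also: plate controls were DMSO wells with enzyme for no effect and DMSO wells lacking enzyme for full effect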
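Test system: Recombinant HKDC1 (HK5) hexokinase enzyme, produced in-house | Input: HKDC1 at 5 µg/mL | Buffer or medium: Tris pH 8.0 buffer with MgCl2, Tween-20, BSA, BME | Schedule: 90 min reaction incubation at room temperature, dark | Technique: Resazurin-to-resorufin fluorescence via G6PDH and diaphorase coupling, 525/613 nm | Controls: DMSO wells with and without enzyme mix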
hIAP activ = human IAP activators, primary screen, biochemical, luminescence, uHTS; AID 2524, 2010; actives 0.16% (n = 330,000); activation factor at 10 µM; purified human IAP, CDP-Star luminescence, 30 min; stronger effect = higher value; 1 = vehicle-only enzyme, 0 = enzyme-free background;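 active = activation factor of the enzyme at least 2-fold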; also: the source names both 10 and 20 µM as test concentration; values of inactives mirror those of a sister screen read the other way
PfG6PD inh = PfG6PD enzyme inhibitors, primary screen, biochemical, fluorescence intensity, uHTS. glucose-6-phosphate dehydrogenase-6-phosphogluconolactonase (Plasmodium falciparum 3D7). PfGluPho enzyme, NADPH resazurin-diaphorase fluorescence. inhibition, % at 20 µM. actives 0.78% (n = 350,000). AID 504690, 2011;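 active = inhibition reaching at least a set limit at 20 µM in the primary screen, cut at about 59% in these data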;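 also: 0% = DMSO wells with substrate and 100% = DMSO wells lacking glucose-6-phosphate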
mIAP inh = inhibitors of mouse IAP, primary screen, biochemical, luminescence, uHTS. actives 0.2% (n = 330,000). purified mouse IAP, CDP-Star luminescence, 30 min. inhibition, % at 10 µM. intestinal alkaline phosphatase [Mus musculus];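 active = inhibition of at least 40% at 10 µM in the primary screen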;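 also: plate controls were DMSO with enzyme for no effect and no enzyme wells for full effect; values of inactives mirror those of a sister screen read the other way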
hIAP block = human IAP inhibitors, primary screen, biochemical, luminescence, uHTS; inhibition, % at 10 µM; purified IAP, CDP-Star luminescence, 30 min; actives 0.12% (n = 330,000);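 active = inhibition reaching a set limit with compound at 10 µM in the primary screen, cut at about 35% in these data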;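 also: plate controls were DMSO wells with enzyme for no effect and no-enzyme buffer wells for full effect; values of inactives mirror those of a sister screen read the other way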
mIAP act = activators of mouse IAP, primary screen, biochemical, luminescence, uHTS | intestinal alkaline phosphatase [Mus musculus] | muIAP, CDP-Star luminescence, 30 min; stronger effect = higher value; 1 = vehicle-only enzyme signal, 0 = enzyme-free wells | activation factor at 10 µM | actives 0.24% (n = 330,000);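 active = activation factor of at least 2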; also: the source names both 10 and 20 µM as test concentration; values of inactives mirror those of a sister screen read the other way
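Assay system: mouse IAP enzyme; reagent: chemiluminescent substrate CDP-Star; dosing: test compounds delivered from DMSO solution; schedule: 30 min at room temperature; measured by: luminescence from enzymatic CDP-Star hydrolysis; controls: DMSO-only wells and no-enzyme negative control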
Active calls of the source: *; / = no result given. No enrichment for hits; any-hit rate near 2.4%.

SMILES | A3A deaminase | ATG4B inhibitor | HKDC1 inhibitor | hIAP activ | PfG6PD inh | mIAP inh | hIAP block | mIAP act
Cc1cccc(C(=O)NCc2nnc(SCc3ccc(F)cc3)n2C)c1 | 0 | -1 | 4 | 0.91 | -9 | 2 | 9 | 0.97
Cc1cccc(N(CC(=O)NC2CCCC2)C(=O)CCCC(=O)Nc2ccccn2)c1 | -1 | -7 | -7 | 1 | -14 | -6 | 0 | 1.1
CCOC(=O)C1=C(C)Nc2nnnn2C1c1ccccc1Cl (stereo not given) | -7 | 6 | -1 | 0.94 | 25 | -8 | 6 | 1.1
CCOC(=O)[C@@H]1[C@H]2COc3ccc(Br)cc3[C@H]2N2C(=O)N(c3ccc(OC)cc3)C(=O)[C@]12C | 0 | -14 | -1 | 1 | 23 | 1 | -1 | 0.99
Cc1ccc(S(=O)(=O)N(C)C)cc1NC(=O)CSc1nncs1 | 0 | -4 | -4 | 1 | -4 | -6 | -4 | 1.1
CCn1cc(CN2CCC(C(=O)Nc3ccc(Oc4ccccc4)nc3)CC2)cn1 | -2 | -6 | 6 | 0.95 | 4 | 1 | 5 | 0.99
CCc1ccc(-n2nc3ccc(NC(=O)c4ccc5c(c4)OCO5)cc3n2)cc1 | -4 | 6 | 0 | 0.84 | 6 | 3 | 16 | 0.97
Cc1ccc2nc(NC(=O)COC(=O)c3ccco3)sc2c1 | 1 | -1 | 10 | 0.93 | -2 | 15 | 7 | 0.85
Cc1ccc(CN2CCN(Cc3ccc4ncccc4c3)CC2CCO)cc1 (stereo not given) | 0 | -4 | -2 | 1 | -3 | -5 | 0 | 1.1
CCN1C(=O)c2cccc3c(S(=O)(=O)NC(Cc4ccccc4)C(=O)O)ccc1c23 (stereo not given) | 3 | 0 | 2 | 0.97 | -11 | -1 | 3 | 1
O=C(O)C1CC=CCC1C(=O)N1CC=C(c2ccccc2)CC1 (stereo not given) | 1 | -2 | -1 | 1 | -15 | 8 | -4 | 0.92
Cc1ccc(C(=O)Nc2ccccc2C(=O)O)cc1S(=O)(=O)NCc1ccccc1 | -3 | 10 | 8 | 1.2 | -25 | -11 | -24 | 1.1
Cc1nnc2sc(SCc3cccc(Cl)c3)nn2c1=O | -3 | 2 | 0 | 1.2 | -17 | -3 | -19 | 1
Cc1cc(OCc2cc(C(=O)N(C)CCc3cnn(C)c3)no2)cc(C)c1Cl | 0 | 2 | -2 | 1.1 | 10 | 11 | -15 | 0.89
COc1cccc(-c2ncc3ccccc3c2COC(=O)c2cccs2)c1 | -6 | 19 | 1 | 0.97 | 3 | 4 | 3 | 0.96
Nc1nc(COc2ccccc2)cs1 | 4 | 1 | -2 | 1.1 | 8 | -3 | -5 | 1
N#C/C(=C/c1ccc(N2CCOCC2)o1)c1nc2ccccc2[nH]1 | -27 | -29 | 6 | 0.74 | 35 | 17 | 26 | 0.83
O=C(O)Cc1c[nH]c2ccccc12 | -5 | 3 | 0 | 1.3 | -1 | -10 | -25 | 1.1
CCCCOc1ccc(C2=NNC(=O)CC2)cc1 | -4 | 0 | -5 | 1.1 | -2 | -4 | -12 | 1
CN(Cc1ccon1)C(=O)c1ccc2nc(Cc3cccc(Cl)c3)oc2c1 | 3 | 3 | 2 | 1.2 | -7 | -6 | -20 | 1.1
Cc1cc(C)nc(NS(=O)(=O)c2ccc(N3C(=O)C4CCCCC4C3=O)cc2)n1 (stereo not given) | -6 | 3 | -8 | 1 | -16 | -5 | 0 | 1.1
Cc1csc(NC(=O)CSc2ncc(-c3ccccc3)[nH]2)n1 | 3 | -4 | 5 | 0.76 | -16 | 8 | 24 | 0.92
O=C(Cn1ccc2ccccc21)Nc1ccc2c(c1)OCO2 | -3 | 9 | 10 | 0.98 | 4 | 5 | 2 | 0.95
COc1ccc(C2=Nn3c(nnc3-c3ccccc3F)SC2)cc1OC1CCOC1 (stereo not given) | 2 | -2 | 2 | 0.96 | -1 | -4 | 4 | 1
CC(C(=O)OCC(=O)c1c(N)n(C)c(=O)n(C)c1=O)N1C(=O)c2ccccc2C1=O (stereo not given) | -1 | -6 | -10 | 0.84 | 3 | -2 | 16 | 1

Full records as entered above. Values in the order: A3A deaminase, ATG4B inhibitor, HKDC1 inhibitor, hIAP activ, PfG6PD inh, mIAP inh, hIAP block, mIAP act
`CC(C(=O)OCC(=O)c1c(N)n(C)c(=O)n(C)c1=O)N1C(=O)c2ccccc2C1=O` (stereo not given) is entered as -1, -6, -10, 0.84, 3, -2, 16, 1
`COc1ccc(C2=Nn3c(nnc3-c3ccccc3F)SC2)cc1OC1CCOC1` (stereo not given) is entered as 2, -2, 2, 0.96, -1, -4, 4, 1
`Cc1cc(C)nc(NS(=O)(=O)c2ccc(N3C(=O)C4CCCCC4C3=O)cc2)n1` (stereo not given) is entered as -6, 3, -8, 1, -16, -5, 0, 1.1
`Nc1nc(COc2ccccc2)cs1` is entered as 4, 1, -2, 1.1, 8, -3, -5, 1
`Cc1cccc(N(CC(=O)NC2CCCC2)C(=O)CCCC(=O)Nc2ccccn2)c1` is entered as -1, -7, -7, 1, -14, -6, 0, 1.1

More entries.
SMILES | A3A deaminase | ATG4B inhibitor | HKDC1 inhibitor | hIAP activ | PfG6PD inh | mIAP inh | hIAP block | mIAP act
O=C(O)C1=CCNCC1 | -2 | 1 | -1 | 0.85 | 4 | -5 | 15 | 1.1
Cc1cc(/C=C2/NC(=O)NC2=O)c(C)n1-c1ccccn1 | -3 | -3 | -2 | 0.9 | -10 | 2 | 10 | 0.98
S=c1[nH]c(-c2ccccc2)cn1/N=C/c1cccs1 | -2 | 1 | -2 | 1 | 63* | 2 | -1 | 0.98
CC1=[N+](C)N(c2ccccc2)C(=O)C1N=C/C=C/c1ccccc1 (stereo not given) | -10 | -3 | -1 | 1 | 1 | -7 | -2 | 1.1
C=CCN1c2ccccc2[C@]23C[C@@H](C(=O)OC)N(C(=O)C4CCC4)C2=NC(C(=O)OC)=C(C(=O)OC)[C@H]13 | -2 | -18 | 1 | 1 | 13 | 0 | 0 | 0.99
CCOC(=O)N1CCN(C(=O)c2oc3ccc(S(=O)(=O)N4CCOCC4)cc3c2C)CC1 | 0 | -11 | -5 | 1.3 | 8 | -2 | -27 | 1
C=CCOn1c(=O)c(C)[n+]([O-])c2ccccc21 | 2 | -8 | -2 | 0.93 | 8 | 6 | 7 | 0.94
COc1cc(NC(=O)c2cccc([N+](=O)[O-])c2C)ccc1NC(=O)c1ccco1 | -5 | -2 | -4 | 1 | -8 | -10 | -4 | 1.1
O=C(CC(=O)N/N=C/c1c(F)cccc1Cl)NCc1ccccc1 | 2 | 0 | -2 | 1.2 | 77* | -2 | -22 | 1
O=C1CC(c2ccccc2)CC(O)=C1C=NCc1ccccc1Cl (stereo not given) | 0 | 14 | -9 | 1.1 | -1 | 5 | -7 | 0.95
Cn1ncc2c(=O)n(CC(=O)NC34CC5CC(CC(C5)C3)C4)cnc21 | -2 | -7 | -5 | 1.1 | -11 | 4 | -6 | 0.96
COc1cc(Cl)ccc1OCc1cc(C(=O)N2CCN(c3ccccn3)CC2)no1 | 0 | 3 | 5 | 1 | 12 | -3 | -2 | 1
CN(C)c1ccc(C(CNS(=O)(=O)c2ccc(F)cc2)c2c[nH]c3ccccc23)cc1 (stereo not given) | -8 | 8 | -1 | 1.2 | 11 | 5 | -15 | 0.95
Nc1ccc(S(=O)C(F)(F)F)cc1 (stereo not given) | 1 | -9 | -11 | 1.1 | -3 | -8 | -8 | 1.1
CCCCCCCCCCNC(=O)CCn1[nH]c(=O)c2ccccc2c1=O | -2 | 1 | 6 | 1.1 | -20 | 7 | -7 | 0.93
COc1ccc(NC(=O)CSc2nnc(-c3cccnc3)o2)cc1 | 2 | -9 | -5 | 1.1 | 19 | -4 | -5 | 1
N=c1n(CC(=O)c2cccs2)c2ccccc2n1Cc1ccccc1 | -1 | 6 | 0 | 1.2 | -16 | 4 | -20 | 0.96
O=C(CSCc1ccc(Cl)c(Cl)c1)Nc1c[nH]c(=O)[nH]c1=O | -2 | 0 | -8 | 0.95 | 6 | 12 | 5 | 0.88
Cc1cccc(NS(=O)(=O)c2cc(C(=O)N3CCc4ccccc4C3)ccc2Cl)c1C | -3 | 19 | -2 | 1.1 | -21 | 0 | -13 | 1
Cc1ccc2c(c1)nnn2C1CCN(C(=O)NC23CC4CC(CC(C4)C2)C3)CC1 | -4 | / | / | 0.85 | / | -8 | 15 | 1.1
CC(C)C(=O)Nc1ccc(-c2nc3ccccc3c(=O)o2)cc1 | 0 | 2 | 7 | 1.1 | 13 | -11 | -5 | 1.1
Cc1ccc(S(=O)(=O)/N=C/c2ccc(N(C)C)cc2)cc1 | -4 | 21 | -7 | 0.91 | 8 | -1 | 9 | 1
Cc1ccc(C)c(N2C(=O)CC(Cc3ccc(Cl)cc3)C2=O)c1 (stereo not given) | -4 | 1 | -2 | 1.1 | 16 | 6 | -9 | 0.94
COc1ccc([C@@H]2[C@@H]3C(=O)N(C(C)(C)C)C(=O)[C@@H]3[C@]3(Cc4ccccc4)C(=O)N(c4ccc(OC)cc4)C(=O)N23)cc1 | -3 | -7 | -6 | 0.9 | 9 | -4 | 10 | 1
COc1ccc(C(=O)Nc2ccc(Cl)cc2C(=O)N2CCCC(C)C2)cc1 (stereo not given) | 3 | 0 | -8 | 0.98 | -18 | -6 | 2 | 1.1
(continued)
SMILES | A3A deaminase | ATG4B inhibitor | HKDC1 inhibitor | hIAP activ | PfG6PD inh | mIAP inh | hIAP block | mIAP act
O=C(CC12CC3CC(CC(C3)C1)C2)N/N=C/c1ccc([N+](=O)[O-])o1 | 2 | 0 | 4 | 0.95 | 10 | 26 | 5 | 0.74
COc1ccc([N+](=O)[O-])cc1NC(=O)C(C)OC(=O)c1cccnc1Cl (stereo not given) | 3 | -11 | 12 | 1.2 | 9 | 3 | -22 | 0.97
CCCc1nc2oc(C(=O)c3ccccc3)c(N)c2c2c1COC(C)(C)C2 | 3 | -2 | -7 | 1 | -3 | 6 | 0 | 0.94
O=C(c1cccc(S(=O)(=O)N2CCOCC2)c1)N1CCN(c2ccccc2)CC1 | 0 | -7 | -1 | 1.1 | 10 | -2 | -10 | 1
COc1ccc(OCC(=O)Nc2ccc(C(=O)Nc3ccccc3C(=O)O)cc2)cc1 | -3 | 6 | 8 | 0.94 | -27 | 4 | 6 | 0.96
OCCSc1nc(N2CCOCC2)nc(N2CCOCC2)n1 | -1 | 7 | -1 | 1.2 | 2 | 2 | -17 | 0.98
CCOC(=O)c1sc2nc(CC(=O)OC)nc(NCc3ccc(F)cc3)c2c1C | 0 | -11 | 8 | 1 | -3 | 13 | -4 | 0.87
